Screens (PubChem)
TCR CD3 inh: inhibitors of human TCR-CD3 interaction | TAMRA-labeled TCR probe fluorescence, biochemical | inhibition, % at 9.4 µM | 0.37% of 360,000 active | AID 651800; in the data active = inhibition above about 19%;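 note: recombinant mutant TCR 2C K166C tagged with TAMRA read by polarization; 0% = receptor in buffer alone and 100% = receptor with positive control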
HTRA1 inh: blocks human HTRA1 serine peptidase; Q92743; recombinant HTRA1, FP-rhodamine activity-based probe, fluorescence polarization; inhibition, % at 5.96 µM; 0.5% of 340,000 active; AID 504803; in the data active = inhibition above about 36%;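 note: 0% = enzyme with DMSO and 100% = wells lacking enzyme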
TDP2 absorb: blocks human TDP2 phosphodiesterase activity. O95551. recombinant TDP2, T5PNP hydrolysis, p-nitrophenol absorbance 415 nm. 0.34% of 370,000 active. inhibition, % at 12.8 µM;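 active = inhibition above the mean of all tested compounds plus 3 SD, set per campaign, cut at about 25% in these data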;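 note: 0% = DMSO with enzyme and 100% = buffer with substrate but no TDP2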
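test system = human TDP2 enzyme | input = TDP2 enzyme at 120 nM final | medium = 50 mM Tris-HCl pH 7.5 with Mg2+, KCl, DTT, BSA | also added = T5PNP substrate, 5 mM | times = 2 h at 37 °C | technique = epi absorbance | benchmarks = high control without enzyme, low control DMSO plus TDP2 | replication = each compound tested once, singlicate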
ABHD4 inh: inhibits mouse alpha/beta hydrolase domain 4; Q8VD66; purified mABHD4, FP-Rh probe fluorescence polarization; inhibition, % at 8.92 µM; 0.54% of 370,000 active; AID 720543;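 active = inhibition exceeding the mean over every tested compound plus 3 SD, cut at about 30% in these data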;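 note: 0% = plate median of compound wells and 100% = S159A mutant with DMSO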
Target sequence (Q8VD66 whole entry, looked up, the tested form may be a part): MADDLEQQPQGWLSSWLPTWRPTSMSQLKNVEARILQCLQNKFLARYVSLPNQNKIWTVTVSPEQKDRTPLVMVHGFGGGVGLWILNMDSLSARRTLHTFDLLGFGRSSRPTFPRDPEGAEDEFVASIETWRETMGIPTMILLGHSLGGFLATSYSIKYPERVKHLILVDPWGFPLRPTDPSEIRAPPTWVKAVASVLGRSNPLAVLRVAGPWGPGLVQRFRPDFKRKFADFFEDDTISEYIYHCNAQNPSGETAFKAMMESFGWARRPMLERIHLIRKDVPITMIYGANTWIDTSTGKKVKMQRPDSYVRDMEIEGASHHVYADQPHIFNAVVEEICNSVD
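Doses – 8.92 µM, single dose · Material – wild-type mouse ABHD4 protein · Replication – single well per compound (singlicate) · Measure – percent inhibition of probe binding, normalized to plate controls · Schedule – 45 min compound pre-incubation plus 60 min probe step, 25 °C · Detection – fluorescence polarization with parallel and perpendicular emission, 525/598 nm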
PRMT1 inh: blocks human protein arginine methyltransferase 1; Q99873; recombinant PRMT1, activity-based probe fluorescence polarization; inhibition, % at 2.79 µM; 1.3% of 370,000 active; AID 652257;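 active = inhibition above about 21% made by adding two undisclosed values, limit read from the data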
PG9 binder: small molecules binding HIV-1 gp120 antibody PG9; TR-FRET gp120-PG9 antibody binding; inhibition, % at 6.7 µM; 0.43% of 360,000 active; in the data active = inhibition above about 8.5%
SIAE primary: human SIAE inhibition, primary screen | Q9HAT2 | SIAE FP-Rh probe binding, fluorescence polarization | inhibition, % at 9.66 µM | 0.69% of 370,000 active | AID 1053197;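 active = inhibition above a cutoff: mean of compounds within the control limits plus 3 SD of those, cut at about 17% in these data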;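 note: 0% = plate median of compound wells and 100% = probe without SIAE protein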
LEDGF integ inh: blocks HIV-1 LEDGF/p75-dependent DNA integration | TR-FRET IN-LEDGF/p75 DNA integration, Eu/Cy5 | inhibition, % at 3.7 µM | 0.64% of 370,000 active;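 active = inhibition above the screen-wide mean plus 3 SD, cut at about 13% in these data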;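 note: signal is the Cy5 over europium emission ratio at 671 and 618 nm; 0% = plate median of compound wells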
Tn7 DDE FP: inhibitors of Tn7 peptide binding to human fibrin DD(E); inhibition, % at 8.3 µM; FP displacement of FITC-Tn7 peptide from fibrin DD(E); 0% = median of compound wells per plate; 0.13% of 370,000 active; P02675;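 active = inhibition above the mean of compounds falling within the control limits plus 3 SD of them, cut at about 14% in these data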;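 note: 0% = plate median of compound wells and 100% = 10 µM Aha-Tn7 peptide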
Target sequence (P02675 whole entry, looked up): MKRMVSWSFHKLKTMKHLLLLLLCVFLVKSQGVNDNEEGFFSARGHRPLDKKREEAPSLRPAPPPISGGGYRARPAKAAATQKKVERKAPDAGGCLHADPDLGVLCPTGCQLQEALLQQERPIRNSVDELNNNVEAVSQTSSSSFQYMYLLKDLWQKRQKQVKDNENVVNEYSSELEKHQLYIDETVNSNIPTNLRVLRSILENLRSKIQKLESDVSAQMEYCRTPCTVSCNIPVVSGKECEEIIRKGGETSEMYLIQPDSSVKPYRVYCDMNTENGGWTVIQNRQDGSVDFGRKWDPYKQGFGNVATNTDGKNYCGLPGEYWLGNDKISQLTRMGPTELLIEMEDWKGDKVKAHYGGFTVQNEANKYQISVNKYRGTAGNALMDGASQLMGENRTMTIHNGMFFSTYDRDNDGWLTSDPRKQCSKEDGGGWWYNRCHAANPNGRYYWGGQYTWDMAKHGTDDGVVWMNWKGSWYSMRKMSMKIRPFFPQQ
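Assay system: human fibrin DD(E) protein / Input: 2 µM fibrin DD(E) / Benchmarks: high control of 10 µM Aha-Tn7 peptide / Measured by: fluorescence polarization of the labelled Tn7 tracer / Medium: Tris buffer with calcium and detergent, pH 7.8 / Timing: 10 min compound pre-incubation, 3 h probe incubation at room temperature / Repeats: one replicate per compound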
UHRF1 MBD2 ctr: blocks human UHRF1 binding to methylated DNA. UHRF1 binding to methylated oligo, TR-FRET. AID 687016. Q96T88. inhibition, % at 4.4 µM. 0.75% of 370,000 active; in the data active = inhibition above about 21%;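 note: UHRF1 SRA domain binding a hemimethylated CpG hairpin DNA probe; 0% = median of test compound wells and 100% = reference inhibitor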
An asterisk follows results filed as active; x = no result given.

SMILES	TCR CD3 inh	HTRA1 inh	TDP2 absorb	ABHD4 inh	PRMT1 inh	PG9 binder	SIAE primary	LEDGF integ inh	Tn7 DDE FP	UHRF1 MBD2 ctr
CCN(CC)c1ncnc2c1ncn2[C@H]1CN(Cc2ccc(-c3ccccc3)cc2)C[C@@H](CO)O1	-4	x	8	-11	1	2.7	-11	-1	-3	-2
CCCOc1ccc(N2CC(C(=O)Nc3ccccc3C(=O)NC)CC2=O)cc1 (centres undefined)	4	-1	9	2	-3	-1.1	-2	-2	-2	-1
O=C(CCNC(=O)c1ccco1)Nc1ccc(OC(F)F)cc1	-4	-2	-4	6	-1	-2.2	-7	1	1	-1
Cc1cc(C)c(S(=O)(=O)N(C)CC(=O)NCCN2CCOCC2)c(C)c1	4	2	-15	-9	-5	-2.3	-8	1	-2	2
Cc1ccc(OCc2cc(C(=O)Nc3ccccc3)oc2C)cc1	2	-39	6	-22	-2	-0.2	-12	1	-4	-1
COc1ccc(C(=O)COC(=O)c2sccc2C)cc1OC	-1	2	0	2	-1	0.0	6	0	-4	-2
Cc1nn(C)c(Cl)c1NC(=O)OCc1ccc(F)cc1	3	-3	4	4	-3	-1.0	3	1	11	-1
CCOC(=O)N1CCN(CCc2ccccc2)CC1	-3	-3	3	-2	-2	-1.2	1	-4	-1	-3
Cc1ccc2nc(-c3ccc(NC(=O)C4CCCO4)cc3)[nH]c2c1 (centres undefined)	1	-7	5	-2	0	1.4	-2	2	0	2
CCc1nc(SCC(=O)Nc2cc(C)on2)n[nH]1	7	-2	5	14	-1	-0.1	1	2	-2	-1
CCN(CC)C(=O)C1CCCN(c2ccccc2[N+](=O)[O-])C1 (centres undefined)	5	6	-2	-5	0	-1.3	10	5	-7	-2
Cc1cc(NC(=S)NC(=O)/C=C/c2ccc(S(=O)(=O)N3CCOCC3)cc2)ccc1Br	3	-57	-14	-7	-1	0.3	-5	-2	0	0
O=C1c2ccccc2C(=O)N1CCCCc1cn(C[C@H]2CC[C@@H]([C@@H]3CC[C@H](Cn4cc(CCCCN5C(=O)c6ccccc6C5=O)nn4)O3)O2)nn1	6	-1	-5	3	2	-1.4	-6	-5	2	0
CC(C)(C)c1ccc(-c2nc(C#N)c(NCc3ccncc3)o2)cc1	4	-14	-17	1	3	-2.1	1	6	-5	4
Cc1cc(C)c(C(N)=O)c(NC(=O)Nc2ccccc2Cl)n1	-11	3	3	2	1	0.9	-8	1	9	3
CCC(=O)Nc1cc(C(=O)OCc2ccc(C(=O)Oc3ccccc3)cc2)ccc1C	10	5	-7	1	-3	-0.4	1	2	-2	0
CC(=O)Nc1ccc(S(=O)(=O)NCCC(=O)OC(C)C(=O)c2ccc(C)cc2)cc1 (centres undefined)	11	-2	1	-5	-2	-0.9	5	2	2	1
O=C(OCC(=O)N1CCN(c2ccccc2)CC1)c1ccc2ccccc2n1	2	-3	-15	5	-1	-2.1	5	1	-4	2
CCCCCCc1c(C)[nH]c2nc3ccccc3n2c1=O	3	4	11	1	0	0.4	0	-5	4	1
CCN(CC)S(=O)(=O)c1cccc(C(=O)OCC(=O)c2ccc3c(c2)OCCO3)c1	-4	-18	1	-6	2	-0.2	1	-3	2	4
CC(=O)Nc1cccc(CCc2nc3ccccc3[nH]2)c1	3	7	15	1	1	2.7	-6	-3	5	1
Cc1ccc(S(=O)(=O)/N=C2/NC(=O)/C(=C/c3ccc(Br)o3)S2)cc1	11	-45	1	-20	56*	-3.3	-46	38*	-6	81*
Cc1ccc(-c2cc(C(=O)Nc3ccccc3C)c3ccccc3n2)o1	-9	-4	2	2	44*	-0.1	1	1	-11	2
Cc1cc(S(=O)(=O)N2CCCCC2CCNC(=O)C(=O)NCCN2CCOCC2)ccc1F (centres undefined)	2	9	6	0	-2	-1.9	1	1	1	-1
Cc1ccc(-n2c(C)cc(/C=N/NC(=O)CC3(C)OCCO3)c2C)cc1	-1	9	2	2	0	1.4	13	0	4	-6
Further entries follow.
SMILES	TCR CD3 inh	HTRA1 inh	TDP2 absorb	ABHD4 inh	PRMT1 inh	PG9 binder	SIAE primary	LEDGF integ inh	Tn7 DDE FP	UHRF1 MBD2 ctr
CCCCCC1CC(CC(=O)Nc2nncs2)C(=O)O1 (centres undefined)	-1	3	-4	-2	0	-1.3	-3	1	-6	0
O=C(NCCc1ccccc1)c1c(O)c2cccc3c2n(c1=O)CC3	-10	-8	0	3	0	0.7	-6	6	-6	2
Cc1ccc(-n2nnc3c(=O)n(CC(=O)NCC4CCCO4)cnc32)cc1 (centres undefined)	0	-4	0	7	-1	-1.2	5	5	-3	-3
CN(C)S(=O)(=O)c1ccc(=S)[nH]c1	4	-2	13	-4	0	-0.1	2	-1	-2	0
CC1(C)CC(NC(=O)Cc2ccc(Cl)cc2)CC(C)(C)N1	4	4	-5	6	-3	-0.3	4	2	-2	-1
CC(=O)Nc1cccc(Oc2nc(C(F)(F)F)nc3ccccc23)c1	5	-15	0	0	-3	-3.4	-6	-4	2	0
O=C(c1ccc(OC2CCN(C/C=C/c3ccccc3)CC2)cc1)N1CCCCC1	-2	-3	2	-3	-2	-0.2	-2	9	4	0
CCOc1ccc(C(NC(=O)/C=C/c2ccco2)c2ccc(OC)c(OC)c2)cc1 (centres undefined)	3	-20	-4	-12	6	-2.2	-8	1	0	1
COc1ccc(Cc2nnc(SCC(=O)N3CCCCC3)o2)cc1	2	12	4	3	6	-0.9	1	5	-6	19
Cn1c(NCCCN2CCOCC2)nc2c1c(=O)n(Cc1ccc(Cl)cc1Cl)c(=O)n2C	7	7	1	1	2	-0.5	2	1	4	-1
COc1ccc(C)cc1Nc1c2c(nc3ccccc13)CCC2	-6	-2	14	3	2	-1.7	1	-1	-5	0
COc1ccc(CCNc2cc(N3CCN(C(=O)c4ccccc4F)CC3)ccc2[N+](=O)[O-])cc1OC	5	-2	-1	4	-1	0.9	-6	1	2	1
O=C(O)c1cccc(NC(=O)c2cc(S(=O)(=O)N3CCOCC3)cs2)c1	1	-7	10	-9	2	-1.7	-7	3	-10	-3
Cc1ccc(C(=O)N2N=C(c3ccccc3O)CC2c2ccccc2)cc1 (centres undefined)	1	1	-13	7	3	1.2	0	-8	-9	2
Cc1cc(C(=O)CSc2nnc(NCc3ccccc3)s2)c(C)n1C	-5	-10	-9	-6	0	0.3	-2	1	-5	5
Cc1c(C(=O)NCc2ccco2)oc2ccccc12	-1	-7	13	0	-3	1.6	2	1	-7	-1
Cc1cc(Cl)ccc1OCC(=O)Nn1c(C)ccc1C	9	1	-3	2	-1	-2.3	2	0	-8	-3
COc1cccc(/C=C2\SC(=S)N(NC(=O)c3ccncc3)C2=O)c1	0	-1	-24	-7	37*	-0.3	-2	-3	2	-9
CC[C@@]1(C(=O)OC)N[C@H](CN(C)C(C)=O)[C@@H]2C(=O)N(C)C(=O)[C@@H]21	-4	7	-14	-1	-1	0.9	3	0	1	5
CC(C)c1ccccc1N=C1SCCN1C1CCS(=O)(=O)C1 (centres undefined)	0	9	-8	-1	0	-1.7	-3	-2	-1	3
Cc1ccc(C)c(N(CC(=O)NC2CCCCC2)C(=O)c2snc(C(N)=O)c2N)c1	1	-9	-1	0	0	-0.7	-1	2	-4	-2
CCCCCC(=O)Nc1ccc(N2CCN(C(=O)c3ccccc3)CC2)cc1	6	10	-5	-1	2	-4.0	3	-4	3	-4
O=C(c1ccc2c(=O)n3c(nc2c1)CCC3)N1CCCSC1=Nc1ccccc1	2	-8	-14	-5	2	-0.3	-4	-6	-1	3
O=C(Nc1c(Cl)cccc1Cl)Oc1cccc2cccnc12	-2	x	-3	-1	-1	-2.2	2	-3	1	-1
C/C(CCC(C)C)=N\Nc1ccc(S(N)(=O)=O)cc1[N+](=O)[O-]	3	-13	8	-3	0	-2.1	-3	4	4	-3
Remaining list, next part
SMILES	TCR CD3 inh	HTRA1 inh	TDP2 absorb	ABHD4 inh	PRMT1 inh	PG9 binder	SIAE primary	LEDGF integ inh	Tn7 DDE FP	UHRF1 MBD2 ctr
O=C(CCc1ccc(O)c(O)c1)N/N=C/c1ccc2c(c1)OCO2	15	24	12	21	20	-0.7	8	33*	8	21*
Cc1ccc(S(=O)(=O)N2CCN(C(C)C(=O)NCC(C)c3ccccc3)CC2)cc1 (centres undefined)	12	5	-1	0	0	-1.8	7	3	1	-1
Cc1cccc(NC(=O)CCc2ccc(N3C(N)=NC(N)=NC3(C)C)cc2)c1	-5	1	-1	2	-1	-0.9	3	-6	-1	0
O=C(CN1CCCCCC1)N/N=C/c1ccc2ccccc2c1	2	11	-1	-5	-1	-2.8	-5	6	-4	-3
COc1ccc(C(=O)Nc2c(C(C)(C)C)nn(C)c2C(C)(C)C)cc1	-1	8	-5	0	0	0.2	-2	3	0	1
FC(F)(F)c1cc(-c2ccc3c(c2)OCO3)nc(NCc2ccco2)n1	-4	-20	1	-23	3	-1.4	-6	3	2	2
O=C(CCS(=O)(=O)c1ccccc1)Nc1ccc2c(c1)OCO2	1	5	15	4	2	2.0	-3	1	9	-3
Cc1csc(=O)n1CC(=O)OCC(=O)NNC(=O)c1ccccc1	-3	7	10	7	-2	-2.0	1	1	3	0
CCOC(=O)c1c(C)[nH]c(C)c1S(=O)(=O)NCCCN1CCOCC1	7	2	-12	0	1	-0.7	-3	-3	-2	-1
Cc1ccc(C(=O)OCC(=O)NN2C(=O)NC3(CCC(C)CC3)C2=O)cc1 (centres undefined)	-2	6	-2	1	5	-0.3	-3	-4	-1	-1
O=C(CSc1ncn[nH]1)Nc1ccc(S(=O)(=O)N2CCCC2)cc1	-4	-7	4	-9	3	-0.6	-4	-4	3	1
O=C(Nc1ccc(CN2CCOCC2)cc1)c1ccc(-c2cccc([N+](=O)[O-])c2)o1	-4	-17	-4	-7	1	-2.5	-5	2	-1	0
COc1ccc2nc(NC(=O)CN3CCN(C)CC3)sc2c1	9	-1	1	-4	-1	-1.3	5	-1	-2	0
O=C(C1=C[C@H](c2ccc(C(F)(F)F)cc2)C[C@H](OCCCCO)O1)N1CCOCC1	0	-7	-8	5	0	-2.3	-9	1	-6	1

Four neighbouring records out of the list so far:
SMILES	TCR CD3 inh	HTRA1 inh	TDP2 absorb	ABHD4 inh	PRMT1 inh	PG9 binder	SIAE primary	LEDGF integ inh	Tn7 DDE FP	UHRF1 MBD2 ctr
CCOC(=O)c1c(C)[nH]c(C)c1S(=O)(=O)NCCCN1CCOCC1	7	2	-12	0	1	-0.7	-3	-3	-2	-1
Cc1ccc(C(=O)OCC(=O)NN2C(=O)NC3(CCC(C)CC3)C2=O)cc1 (centres undefined)	-2	6	-2	1	5	-0.3	-3	-4	-1	-1
O=C(CSc1ncn[nH]1)Nc1ccc(S(=O)(=O)N2CCCC2)cc1	-4	-7	4	-9	3	-0.6	-4	-4	3	1
O=C(Nc1ccc(CN2CCOCC2)cc1)c1ccc(-c2cccc([N+](=O)[O-])c2)o1	-4	-17	-4	-7	1	-2.5	-5	2	-1	0
